Compound activity (PubChem)
S-ASM inh = Inhibitors of Secretory Acid Sphingomyelinase (S-ASM): qHTS. Sphingomyelin phosphodiesterase (Homo sapiens), P17405. placental ASM, HMU-PC fluorogenic substrate, 60 min. Potency, µM (doses to about 57.5 µM), inactives show top-dose activity change, negative = inhibition, most hits filed as inhibitors. 340,000 tested, 0.006% active. AID 504937, 2011; also: potency is read from the fitted curve at half-maximal effect
Target sequence (P17405 47-631 limits assumed): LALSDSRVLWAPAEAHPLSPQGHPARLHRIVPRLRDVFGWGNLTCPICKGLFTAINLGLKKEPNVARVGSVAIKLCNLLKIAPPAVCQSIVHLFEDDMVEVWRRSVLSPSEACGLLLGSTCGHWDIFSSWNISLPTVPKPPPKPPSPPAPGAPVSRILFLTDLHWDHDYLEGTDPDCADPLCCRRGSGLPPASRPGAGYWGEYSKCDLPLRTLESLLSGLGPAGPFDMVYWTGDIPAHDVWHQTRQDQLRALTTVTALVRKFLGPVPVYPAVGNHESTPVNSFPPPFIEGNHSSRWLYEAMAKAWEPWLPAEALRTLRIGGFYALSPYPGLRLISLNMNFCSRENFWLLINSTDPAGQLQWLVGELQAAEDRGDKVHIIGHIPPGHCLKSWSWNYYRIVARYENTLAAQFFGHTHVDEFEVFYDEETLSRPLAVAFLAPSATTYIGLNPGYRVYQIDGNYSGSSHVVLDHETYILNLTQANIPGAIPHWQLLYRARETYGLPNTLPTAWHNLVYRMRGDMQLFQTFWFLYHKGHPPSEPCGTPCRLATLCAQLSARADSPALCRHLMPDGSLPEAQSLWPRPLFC
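Fluorescence read-out (Ex 386 nm, Em 447 nm) after stopping the reaction at pH 10. Enzyme: ASM from human placenta; substrate HMU-PC0, 9 uM final; 60 min, 37 °C. Compound preincubation 10 min, ambient temperature.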
B2AR arrestin = qHTS assay of beta-arrestin-biased ligands of beta2-adrenergic receptor | Beta-2 adrenergic receptor (Homo sapiens), P07550 | Potency, µM (top dose mostly 46.1 µM), for inactives: at the top dose activation, actives largely listed as activators | 330,000 tested, 0.02% active | beta-arrestin recruitment to beta2AR, cell-based reporter;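 also: potency is read from the fitted curve at half-maximal effect; 0% = DMSO controls and full agonism = EC100 isoproterenol or metaproterenol; nearly all actives have a fitted effect of over 65% in size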
Coupling enz = qHTS Assay for Inhibitors of Fructose-1,6-bisphosphate Aldolase from Giardia Lamblia: Coupling assay counterscreen | coupling enzyme system counterscreen, AmpLite Red fluorescence | activity change, negative = inhibition, % at 58.2 µM, hits read low | 290,000 tested, 0.67% active; in the data active = activity change below about -30%; also: % is scaled to controls: 0 for no effect and ±100 for the full control effect
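Counterscreen of the coupled detection system alone, without aldolase: glyceraldehyde-3-phosphate coupling enzymes plus AmpLite Red readout. Compounds at 57.5 uM final, 10 min RT preincubation, 20 min RT reaction, fluorescence 525/598 nm.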
PTAP TSG101 blk = qHTS Assay for Iinhibitors of HIV-1 Budding by Blocking the Interaction of PTAP/TSG101. Tumor susceptibility gene 101 protein (Homo sapiens), Q99816. Fluorescence polarization, FITC-PTAP peptide / Tsg101 binding. Potency, µM (top dose mostly 115 µM), for the others: at the top dose activity change, negative = inhibition, actives largely listed as inhibitors. 340,000 tested, under 10 active. AID 493005, 2010; active = well fitted inhibition curve with a large enough effect in the main read-out, with a control signal flat, not every such curve was filed as active; inconclusive = small, poorly fitted or top-dose-only effect, or effect the other way, or a change in a side signal; inactive = no such curve, though single readings can be large or run the other way; also: potency is read from the fitted curve at half-maximal effect; % of control where 0% means no effect
Target sequence (Q99816 whole entry, looked up): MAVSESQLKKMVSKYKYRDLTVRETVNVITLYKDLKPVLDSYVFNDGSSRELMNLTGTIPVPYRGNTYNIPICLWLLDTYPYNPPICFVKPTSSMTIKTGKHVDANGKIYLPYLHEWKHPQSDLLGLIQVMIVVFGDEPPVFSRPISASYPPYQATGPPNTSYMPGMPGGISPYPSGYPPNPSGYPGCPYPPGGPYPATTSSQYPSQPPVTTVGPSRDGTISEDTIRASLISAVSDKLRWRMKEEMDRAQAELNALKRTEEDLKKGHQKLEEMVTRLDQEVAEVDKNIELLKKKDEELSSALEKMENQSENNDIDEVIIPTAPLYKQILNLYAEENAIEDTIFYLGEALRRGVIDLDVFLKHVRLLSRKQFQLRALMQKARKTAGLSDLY
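Steps: Tsg101 binding domain dispensed (10 uM final), compounds pinned in DMSO, FITC-labeled PTAP-motif peptide added (50 nM final); after 20 min binding at room temperature, polarization measured.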
GALK inhibitor = qHTS Assay for Inhibitors of Human Galactokinase (GALK); P51570; AID 1868, 2009; Potency, µM (doses to about 57.5 µM), inactives show top-dose activity change, negative = inhibition, hits mostly inhibitors; Purified GALK, Kinase-Glo residual ATP luminescence; 270,000 tested, 0.007% active; also: potency is read from the fitted curve at half-maximal effect; % is scaled to controls: 0 for no effect and ±100 for the full control effect
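Quantitative HTS: GALK 5 nM, ATP 35 uM, galactose 100 uM, 1 h room temperature, then luciferase-based ATP detection.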
Menin MLL FP TR = qHTS Assay for Inhibitors Targeting the Menin-MLL Interaction in MLL Related Leukemias: Competition With Texas Red Labeled MLL-derived Mutant Peptide | O00255 | Menin + Texas Red MLL mutant peptide, fluorescence polarization | Potency, µM (series often up to 61.6 µM), inactives show at the top dose FP activity change, negative = inhibition, usual class: inhibitors | 270,000 tested, 0.23% active | AID 1768, 2009; active = well fitted inhibition curve with a large enough effect in the polarisation, with a control signal flat, not every such curve was filed as active; inconclusive = small, poorly fitted or top-dose-only effect, or effect the other way, or a change in a side signal; inactive = no such curve, though single readings can be large or run the other way; the % refers to the polarisation; also: potency is read from the fitted curve at half-maximal effect; % of control where 0% means no effect; many of its hits are not listed in these tables
Giardia kill = Small Molecules that selectively kill Giardia lamblia: qHTS; 340,000 tested, 0.15% active; AID 540267, 2011; Giardia lamblia trophozoite viability; activity change, % at 7.66 µM, hits read low; in the data active = activity change below about -80%; inconclusive = between about -30% and that limit;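 also: parasites exposed to compound for two days anaerobically before the ATP read; % is scaled to controls: 0 for no effect and ±100 for the full control effect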
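Killing of trophozoites was scored by loss of ATP luminescence after a 48 hrs anaerobic exposure to compounds at 37 deg C, using 100 cells per well.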
Tb PFK inh = qHTS Assay to Find Inhibitors of T. brucei phosphofructokinase | T. brucei PFK, ADP-Glo luminescence | Potency, µM (top dose mostly 57.5 µM), for inactives: at the highest dose activity, negative = inhibition, usual class: inhibitors | 330,000 tested, 0.17% active | AID 485367, 2010;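 also: potency is read from the fitted curve at half-maximal effect; 0% = uninhibited 1x PFK enzyme wells and -100% = no-enzyme wells; nearly all actives have a fitted effect of over 60% in size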
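ADP-Glo luminescence quantified ADP after 45 min at room temperature, with 1.25 nM T. brucei PFK, 0.1 mM ATP and 0.5 mM fructose-6-phosphate in pH 8.0 TEA buffer. qHTS titrations up to 57 µM; curves classified by quality.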
PKM2 activator = qHTS Assay for Activators of Human Muscle isoform 2 Pyruvate Kinase. purified PKM2, Kinase-Glo ATP luminescence, activation; response scale: 0% is enzyme alone, no compound. Potency, µM (doses to about 57.5 µM), without a hit: at the top dose activation, actives largely listed as activators. 260,000 tested, 0.34% active; also: potency is read from the fitted curve at half-maximal effect; % is scaled to controls: 0 for no effect and ±100 for the full control effect; nearly all actives have a fitted effect of over 55% in size
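Purified hPK-M2 (>95%) run at intermediate activity with 0.1 mM ADP and 0.5 mM PEP in 50 mM imidazole pH 7.2, KCl, MgCl2; 1 h room temperature. ATP formed read by Kinase-Glo luminescence; normalized to uninhibited and no-enzyme controls.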
BCR signal inh = qHTS Assay to Find Inhibitors of Chronic Active B-Cell Receptor Signaling; 340,000 tested, 0.05% active; ABC-DLBCL IkBa-CBG/CBR reporter, luminescence ratio, 4 h; Potency, µM (highest dose often 46.1 µM), without a hit: at the top dose ratio change, negative = lower green/red ratio, most hits filed as inhibitors; AID 493014, 2011; active = well fitted inhibition curve with a large enough effect in the signal ratio, with a control signal flat, not every such curve was filed as active; inconclusive = small, poorly fitted or top-dose-only effect, or effect the other way, or a change in a side signal; the % refers to the signal ratio;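 also: potency is read from the fitted curve at half-maximal effect; plate controls were basal doxycycline-induced cells for no effect and cells given 10 µM MG132 for full effect; MG132 reads +100%, hits lower the ratio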
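TMD8 ABC-DLBCL cells carrying doxycycline-inducible green luciferase fused to IkappaBalpha plus unfused red luciferase were exposed to compounds (up to 46 uM) for 4 hrs at 37C. Activity came from the overlap-corrected green/red luminescence ratio.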
Integrin act MD = qHTS for Activators of Integrin-Mediated Alleviation for Muscular Dystrophy | alpha7betagal myoblasts, beta-gal FDG fluorescence, 48 h | Potency, µM (series often up to 38.3 µM), without a hit: at the top dose activation, usual class: activators | 350,000 tested, 0.064% active | AID 624291, 2012;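 also: potency is read from the fitted curve at half-maximal effect; 100% = response of the positive control SU9516; nearly all actives have a fitted effect of over 60% in size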
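alpha7betagal+/- myoblasts (passage 13, 250/well) treated 48 h at 37C with compounds at 1:260 dilution of DMSO stock. Lysed, then beta-galactosidase activity read as FDG fluorescence (ex 480/em 540) after 30 min, with pre-read for autofluorescence.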
The depositor's hits bear a star; ? = inconclusive; . = no result given; [ ] = another dose, or the depositor's remark. Unless noted, calls follow the shape of the dose curve; as a rule, active = well fitted curve in the direction sought with a large enough effect; inconclusive = small, poorly fitted or top-dose-only effect, or another doubt; inactive = no such curve, though single readings can be large; an effect the other way counts as inactive or inconclusive. This is a subset; count on the stated rates, not on these rows.

molecule,S-ASM inh,B2AR arrestin,Coupling enz,PTAP TSG101 blk,GALK inhibitor,Menin MLL FP TR,Giardia kill,Tb PFK inh,PKM2 activator,BCR signal inh,Integrin act MD
COc1ccc(C2c3c(c(C)c(C)oc3=O)Oc3c(C)c(C)oc(=O)c32)cc1,0%,0.4%,.,-1%,.,.,1,6%,.,-5%,29%
CC(=O)Nc1ccc(NC(=O)C2CCCN2C(=O)Nc2cccc(F)c2)cc1 (stereo not given),2%,-0.9%,1,-7%,-2%,31%[activator],-6,-1%,.,-3%,34%
CCOC(=O)N1CCN(C(=O)COc2cccc3c2CCN(Cc2cccc(C)c2)C3=O)CC1,4%,-0.5%,2,-4%,1%,-10%,0,-1%,?,?,-39%[inhibitor]
COC(=O)c1[nH]c2cc(OC)ccc2c1NC(=O)c1c(F)cccc1F,7%,-0.6%,0,0%,-3%,.,-13,-1%,1%,5%,?
Cc1ccccc1Oc1cc(NC(=O)Cn2cnc([N+](=O)[O-])c2)cc([N+](=O)[O-])c1,-18%,0.0%,-6,-2%,3%,?,-9,-1%,-4%,?,13%
O=C(O)C1CC=CCC1C(=O)Nc1ccccc1C(=O)N1CCN(c2ccc(Cl)cc2)CC1 (stereo not given),-1%,-0.4%,6,2%,-1%,5%,-7,2%,4%,7%,17%
Cc1ccc(OC(C)C(=O)Nc2ccc(S(=O)(=O)N3CCOCC3)cc2)cc1 (stereo not given),0%,0.0%,.,-1%,-3%,.,-8,0%,-1%,6%,31%
COc1cc([C@H]2[C@@H]3CCCC[C@]3(O)CCN2CC(=O)Nc2ccc(C)cc2)ccc1O,-2%,-1.1%,-2,-5%,-1%,13%,-1,0%,0%,2%,-11%
CCOc1ccc(C(=O)N2CCN(CCc3ccccc3)CC2)cc1OCC,3%,0.0%,2,-1%,-4%,-18%,-5,2%,1%,1%,-18%
Cc1cc(C)n(-c2ccc(C(=O)Nc3cccc(S(=O)(=O)N(C)C)c3)cc2)n1,-7%,7.0%,0,-4%,-2%,4%,11,9%,4%,5%,-31%

The last two compounds of the section above lead into the next:
molecule,S-ASM inh,B2AR arrestin,Coupling enz,PTAP TSG101 blk,GALK inhibitor,Menin MLL FP TR,Giardia kill,Tb PFK inh,PKM2 activator,BCR signal inh,Integrin act MD
CCOc1ccc(C(=O)N2CCN(CCc3ccccc3)CC2)cc1OCC,3%,0.0%,2,-1%,-4%,-18%,-5,2%,1%,1%,-18%
Cc1cc(C)n(-c2ccc(C(=O)Nc3cccc(S(=O)(=O)N(C)C)c3)cc2)n1,-7%,7.0%,0,-4%,-2%,4%,11,9%,4%,5%,-31%
Cc1cc(C)cc(NC(=O)CN2CCCN(S(=O)(=O)c3ccc(Br)s3)CC2)c1,-2%,0.2%,-2,-4%,0%,5%,0,-2%,-4%,?,-27%
C[C@@]12C(=O)N(c3ccc(F)cc3)C(=O)N1[C@@H]1c3ccccc3OC[C@@H]1[C@H]2c1ccccc1,-9%,0.3%,-4,-7%,.,-11%,0,-5%,-2%,-2%,29%
CC(=O)NC12CC3CC(C1)CC(C(=O)Nc1c(C)n(C)n(-c4ccccc4)c1=O)(C3)C2,1%,0.3%,.,.,-6%,.,8,6%,-1%,?,20%
CN=C1SC(CC(=O)Nc2sc(C)c(C)c2C(=O)OC)C(=O)N1C (stereo not given),-3%,-0.4%,3,-3%,1%,-2%,-6,-8%,4%,?,12%
Fc1ccc(Nc2ncnc3ccccc23)cc1,-2%,0.4%,-1,-9%,-3%,-1%,1,-1%,2%,?,28%
Cc1ccc(N/C=C(\C#N)S(=O)(=O)c2ccccc2)cc1,-5%,0.0%,0,-5%,0%,5%,-14,1%,21%,?,3%
CCCCC(=O)NC(NC(=O)CCCC)c1ccc(OCC(C)C)c(OC)c1,6%,-0.4%,1,-2%,1%,-9%,-19,-2%,9%,2%,38%
O=C(NCCN1CCC(Cc2ccccc2)CC1)C1CCN(S(=O)(=O)N2CCC3(CC2)OCCO3)CC1,6%,0.1%,8,-6%,5%,?,-10,1%,-1%,12%,-60%[inhibitor]
O=S(Cc1ccc(Br)cc1)Cc1nnc(SCc2c(Cl)cccc2Cl)n1-c1ccccc1 (stereo not given),-7%,0.4%,-2,-3%,2%,-7%,1,-1%,-15%,6%,?
CCOC(=O)CNC(=O)CSc1nnc(-c2cccc(C)c2)n1-c1ccc(OC)cc1,1%,3.5%,11,-7%,2%,-12%,13,1%,10%,2%,-11%
O=C(c1ccccc1)N1N=C(c2ccccc2)CC1c1ccc2nccnc2c1 (stereo not given),-6%,0.3%,-2,-1%,3%,?,19,0%,-3%,-4%,-23%
O=C(O)Cn1cc2c(n1)CCCCC2,1%,-0.6%,1,-1%,-1%,-2%,-11,4%,-1%,-5%,2%
O=C(COC(=O)c1ccc(Br)o1)NCc1cccs1,0%,-0.1%,3,-6%,0%,8%,11,8%,-1%,-1%,14%
C=CCOc1ccc2nc(NC(=O)OC)[nH]c2c1,0%,-0.1%,3,-3%,-4%,-9%,-19,-1%,-6%,?,-15%
COc1ccc(NC(=O)Nc2nnc(CC(=O)Nc3ccccc3)s2)cc1,-1%,5.5%,3,-5%,-3%,.,-25,3%,-1%,6%,?
COc1cc(N)ccc1C(=O)O,4%,.,1,-3%,-2%,12%,-7,.,0%,.,9%
CCN(CCO)Cc1csc2ccc(C(C)(C)C)cc12,0%,-0.1%,-2,-4%,-1%,-28%,13,1%,6%,-5%,-9%
FC(F)(F)Oc1ccc(NC(=S)NCCCN2CCOCC2)cc1,5%,0.7%,0,-8%,1%,2%,18,-2%,.,0%,?
CCOC(=O)CCC(=O)Nc1cc(S(=O)(=O)N2CCOCC2)ccc1N1CCCCC1,-3%,0.0%,.,-1%,.,.,22,-5%,.,?,29%
CCOc1ccc(S(=O)(=O)N2CCC(C(=O)NCC3CCCO3)CC2)cc1C (stereo not given),-2%,-0.5%,4,0%,6%,0%,-5,-2%,11%,-10%,7%
CCn1ccnc1CN(C)Cc1nc(-c2ccccc2)no1,1%,-0.1%,2,-6%,8%,-5%,-10,0%,-6%,?,19%
Cc1ccc(NC(=O)CSc2nc(=O)n(CCCN3CCOCC3)c3c2CCCC3)cc1,.,-0.5%,.,-3%,.,.,-6,16%,.,3%,1%
CCCc1ccc(OC(=O)c2cccs2)cc1,-1%,0.1%,0,-2%,1%,2%,11,0%,-13%,18%,15%
CCCCc1cc(=O)oc2cc(C)cc(OCC(=O)NCc3ccccn3)c12,4%,-1.1%,1,-3%,-3%,-22%,1,0%,-7%,?,4%
